PAD4 inh – inhibitors of human PAD4; Q9UM07; recombinant PAD4, RCA probe fluorescence polarization; inhibition, % at 6.36 µM; 0.41% of 330,000 active; AID 485272;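 active = percent inhibition above a cutoff equal to the mean of all tested compounds plus 3 SD, cut at about 15% in these data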;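 note: 0% = PAD4 with RCA probe and DMSO and 100% = probe without PAD4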
PREPL inh – inhibits the human prolyl oligopeptidase-like enzyme; Q4J6C6; recombinant PREPL, fluorescence polarization activity-based probe; inhibition, % at 5.96 µM; 0.68% of 320,000 active; AID 2751; in the data active = inhibition above about 43%;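 note: 0% = enzyme with DMSO and 100% = wells lacking enzyme; many of its hits are not listed in these tables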
pPAFAH FP inh – inhibitors of human plasma PAF acetylhydrolase (pPAFAH). Q13093. recombinant pPAFAH, FP-rhodamine probe fluorescence polarization. inhibition, % at 3.39 µM. 1.5% of 330,000 active. AID 463082;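 active = inhibition above the mean inhibition across the screen plus 3 SD, cut at about 25% in these data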;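 note: inhibitors block binding of the rhodamine activity-based probe so polarization drops; 0% = enzyme with DMSO and 100% = wells lacking pPAFAH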
LYPLA1 inh – counter-screen for PME1 inhibitors: inhibitors of human LYPLA1; O75608; AID 2174; recombinant LYPLA1, FP-Rh probe fluorescence polarization; 0.16% of 320,000 active; inhibition, % at 5.9 µM;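 active = inhibition above the mean of all tested compounds plus 3 SD, set per campaign, cut at about 14% in these data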;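 note: inhibitors block serine hydrolase probe labeling of LYPLA1 so polarization falls; 0% = enzyme with DMSO and 100% = wells lacking LYPLA1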
PAFAH1B2 inh – inhibitors of human PAFAH1B2. P68402. recombinant PAFAH1B2, FP-rhodamine activity probe, fluorescence polarization. inhibition, % at 3.39 µM. 1.2% of 340,000 active. AID 492953;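 active = inhibition above the mean of all tested compounds plus 3 SD, cut at about 24% in these data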;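 note: 0% = enzyme with DMSO and 100% = wells lacking PAFAH1B2; many of its hits are not listed in these tables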
PAFAH1B3 FP inh – inhibitors of human PAFAH1B3; Q15102; 0.28% of 340,000 active; recombinant PAFAH1B3, FP-rhodamine probe, fluorescence polarization; inhibition, % at 3.39 µM;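 active = inhibition above the screen-wide average of all tested compounds plus 3 SD, cut at about 25% in these data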;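 note: 0% = enzyme with DMSO only and 100% = wells lacking PAFAH1B3 protein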
GSTO1 inh – GSTO1 inhibition, counter-screen for RBBP9 inhibitors. P78417. recombinant GSTO1, activity-based probe fluorescence polarization. inhibition, % at 5.96 µM. 1.1% of 300,000 active. AID 1974;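 active = inhibition above the campaign mean inhibition plus 3 SD, cut at about 35% in these data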;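 note: 0% = GSTO1-1 with DMSO and 100% = wells lacking GSTO1-1 enzyme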
Target sequence (P78417 whole entry, looked up): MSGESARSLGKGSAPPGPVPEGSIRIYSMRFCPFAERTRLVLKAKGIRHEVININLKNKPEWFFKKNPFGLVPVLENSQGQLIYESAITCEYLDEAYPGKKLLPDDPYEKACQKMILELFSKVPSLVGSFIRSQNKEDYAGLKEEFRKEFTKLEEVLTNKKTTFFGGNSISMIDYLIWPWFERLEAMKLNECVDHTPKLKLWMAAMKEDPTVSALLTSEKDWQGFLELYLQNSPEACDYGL
PME-1 primary – blocks human protein phosphatase methylesterase 1. inhibition, % at 5.9 µM. 0.53% of 320,000 active. recombinant PME-1, FP-Rh probe fluorescence polarization;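 active = inhibition above the campaign mean of all compounds plus 3 SD, cut at about 26% in these data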;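 note: competitive labeling of PME-1 active site by serine hydrolase directed probe; 0% = PME-1 with DMSO and 100% = wells lacking PME-1 enzyme; inhibitors block probe labeling so polarization falls and inhibition rises; many of its hits are not listed in these tables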
Target sequence (Q9Y570 whole entry, looked up): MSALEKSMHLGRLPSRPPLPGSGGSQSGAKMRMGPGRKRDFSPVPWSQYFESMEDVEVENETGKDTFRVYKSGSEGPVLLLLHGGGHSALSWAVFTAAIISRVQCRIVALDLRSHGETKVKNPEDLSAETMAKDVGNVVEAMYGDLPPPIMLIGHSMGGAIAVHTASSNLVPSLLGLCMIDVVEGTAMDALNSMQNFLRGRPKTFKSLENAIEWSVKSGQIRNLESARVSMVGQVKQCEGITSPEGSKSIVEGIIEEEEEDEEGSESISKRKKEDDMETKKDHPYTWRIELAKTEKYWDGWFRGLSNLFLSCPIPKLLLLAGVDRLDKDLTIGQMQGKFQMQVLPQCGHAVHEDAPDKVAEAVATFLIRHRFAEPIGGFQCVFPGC
LYPLA2 counter – blocks human lysophospholipase 2, a PME1 counter-screen. recombinant LYPLA2, FP-Rh probe fluorescence polarization. inhibition, % at 5.9 µM. O95372. 0.38% of 320,000 active;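 active = inhibition above the screen-wide mean plus 3 SD, limit set per campaign, cut at about 26% in these data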;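 note: 0% = LYPLA2 with DMSO and 100% = wells lacking LYPLA2 enzyme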
Target sequence (O95372 whole entry, looked up): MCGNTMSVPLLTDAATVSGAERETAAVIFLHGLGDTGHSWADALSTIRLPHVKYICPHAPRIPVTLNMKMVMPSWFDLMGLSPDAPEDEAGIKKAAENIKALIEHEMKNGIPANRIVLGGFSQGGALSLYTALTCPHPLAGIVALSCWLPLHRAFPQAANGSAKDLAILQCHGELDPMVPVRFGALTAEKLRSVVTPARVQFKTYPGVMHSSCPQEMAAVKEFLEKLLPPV
The depositor's hits bear a star; . = no result given.

SMILES	PAD4 inh	PREPL inh	pPAFAH FP inh	LYPLA1 inh	PAFAH1B2 inh	PAFAH1B3 FP inh	GSTO1 inh	PME-1 primary	LYPLA2 counter
CCCCc1nnc(NC(=O)CCN2C(=O)C3CC=CCC3C2=O)s1 (stereo unspecified)	-4.2	2.0	-1.4	-0.1	-5.2	8.1	.	-0.3	4.1
O=C(Cc1ccccc1)Nc1ccc2c(c1)C(=O)N(CC1CCCO1)C2=O (stereo unspecified)	-0.1	-0.8	7.3	-2.1	-1.9	0.2	3.9	1.8	-1.1
Cc1ccc(C(=O)OCC(=O)NCc2cccs2)cc1S(=O)(=O)N1CCOCC1	1.9	5.2	13.7	3.1	-1.4	2.2	23.2	-0.1	1.5
Cc1ccc(NC(=O)Cn2cnc3c(nnn3Cc3ccc(F)cc3)c2=O)cc1	-1.0	-4.8	4.1	2.8	-1.7	10.2	1.3	-1.0	2.6
CC(C)c1cccc(C(C)C)c1OC(=O)[C@H]1OC(c2ccc(Br)cc2)=C[C@@H]1c1ccc(Br)cc1	-4.2	-6.8	-5.2	-18.9	-9.2	-18.6	.	-33.6	-38.0
COC(CN(C)C(C(=O)NC1CCCCC1)c1ccccc1)OC (stereo unspecified)	1.1	9.1	-3.0	2.7	3.3	4.9	1.3	4.9	1.8
COc1ccc(-c2cc3ccccc3n2CC(O)CNCCO)cc1 (stereo unspecified)	-3.8	36.1	0.1	-5.1	-2.5	-5.3	5.8	5.8	-10.1
O=C(O)c1ccc(NC(=S)NC(=O)c2cccnc2)cc1	-0.1	-2.4	-4.0	-3.8	2.5	6.3	-1.1	-1.6	-3.5
CCOC(=O)C1C2C=CC3(CN(Cc4cccs4)C(=O)C13)O2 (stereo unspecified)	-1.2	-5.9	-3.8	-0.8	5.8	3.6	-3.1	-5.1	-2.3
O=c1[nH]c(CN2CCN(CCO)CC2)nc2ccccc12	5.4	-1.7	1.1	-0.7	4.2	6.0	-3.3	6.2	1.3
O=C(c1cc(F)c(F)cc1Cl)N1CCCCC1	-1.9	3.9	-1.8	-2.1	-2.8	-5.7	12.4	-0.7	-8.6
CCN(CC(=O)Nc1c(F)cccc1F)C(=O)CCc1c[nH]c2ccccc12	-4.9	-4.7	5.3	1.2	5.1	3.6	3.9	-1.9	-0.4
CCCC(=O)Nc1cc(Cl)ccc1N1CCN(C(=O)CC)CC1	0.1	8.4	4.2	-3.6	2.2	6.0	-1.4	3.6	-3.1
O=C(NNC(=O)c1ccc(Oc2cc(Cl)cc(Cl)c2)o1)c1ccccc1	-2.2	-0.6	-6.1	0.0	-1.3	7.0	-6.5	-4.4	3.2
OCCC1CN(Cc2ccc(C(F)(F)F)cc2)CCN1Cc1ccccc1 (stereo unspecified)	-5.0	21.6	1.8	-2.7	1.9	2.4	6.6	6.4	3.0
CCn1ncc(C2=NOC(C(=O)Nc3c(C)n(C)n(-c4ccccc4)c3=O)C2)c1C (stereo unspecified)	0.9	-5.0	3.3	-1.3	-1.5	-1.6	-0.7	1.1	-2.0
CSC1=NCCN1C(=O)c1ccc(S(=O)(=O)N(C)C)cc1	6.3	3.6	0.5	-0.5	0.5	11.9	2.4	-0.9	0.5
Cc1cccc2c1NC(=O)C2(O)N1CCCC(C)C1 (stereo unspecified)	-1.4	1.7	6.3	-1.4	8.2	9.8	0.1	7.2	-0.8
COC(=O)c1[nH]c2ccc(C)cc2c1NC(=O)C(C)N1CCN(C2CCCCC2)CC1 (stereo unspecified)	1.0	12.4	1.5	0.8	5.0	-5.4	2.4	-3.1	5.9
CC(C)c1ccc(-c2nn[nH]n2)cc1	-3.6	-2.0	-1.2	0.8	4.0	5.5	-7.1	5.6	2.7
C=C(C)CSc1nc2ncc(Cl)cc2[nH]1	-5.7	1.9	-0.9	1.9	5.6	2.5	9.8	-3.6	9.9
Cc1ccccc1CCN(CC(=O)NC1CCCCC1)C(=O)c1csnn1	-1.7	6.7	2.9	0.7	5.3	11.4	-3.0	3.5	6.8
O=C(COC(=O)c1cc([N+](=O)[O-])ccc1NCc1ccccc1Cl)NCC(F)(F)F	-3.5	-2.0	1.4	-4.9	0.3	-7.4	-1.3	-2.5	-2.4
CCOC(=O)c1ccc(NC(=O)N2CCN(S(C)(=O)=O)CC2)cc1	-6.4	8.0	0.6	-0.3	-0.4	3.1	-3.7	-2.9	-2.7
O=C(O)c1nn(-c2ccccc2C(F)(F)F)cc1O	4.4	9.7	-8.0	-6.3	7.0	8.7	19.5	-3.5	-1.5
COc1ccc(C(=O)NCc2ccccc2)cc1S(=O)(=O)N1CCCc2ccccc21	0.1	-7.5	2.1	-3.7	6.2	-6.5	8.1	-1.5	-10.6
CC(/C=C1\SC(=O)N(CC(=O)Nc2cccc(O)c2)C1=O)=C\c1ccccc1	-2.6	-9.5	-7.7	-31.1	3.5	-4.8	-18.9	-47.3	-46.1
O=C(Nc1cccc(C(=O)O)c1)/C(=C\C=C\c1ccccc1)NC(=O)c1ccccc1	-3.5	1.6	2.6	-3.0	5.4	6.3	1.2	-1.5	-4.6
Cc1nc2ccccn2c1C(=O)/C=C/c1ccc(F)cc1	-0.9	0.3	-6.3	-0.6	-1.4	-0.6	-18.1	-2.9	-1.4
C=CC(=C)CC(NC)c1ccccc1 (stereo unspecified)	-1.5	19.4	6.8	3.3	-1.8	-2.2	-1.8	1.9	6.6
CC(=O)c1cccc(NC(=O)Nc2ccc3c(c2)N(C)C(=O)CS3)c1	2.8	25.2	10.6	-9.7	4.6	18.2	-1.5	15.3	4.7
CC(SCc1ccccc1)C(=O)N/N=C/c1cccs1 (stereo unspecified)	-4.5	-15.8	2.9	1.1	1.9	4.1	1.8	1.6	-4.5
O=C(NCC(c1ccco1)N1CCc2ccccc2C1)c1cccc([N+](=O)[O-])c1 (stereo unspecified)	-3.3	1.3	2.8	0.5	-1.4	1.7	6.5	-2.0	1.3
Nc1ccc(-c2nc3ccc([N+](=O)[O-])cc3[nH]2)cc1	0.0	17.8	8.7	1.7	3.0	2.9	9.1	6.9	10.6
COCCNC(=O)c1ccc(CS(=O)(=O)c2c(Cl)cccc2Cl)o1	-0.2	2.1	-1.3	-0.1	8.2	-5.7	-2.4	2.0	-5.7
N#CC(C#SN)=C1CCCCC1	1.6	13.1	6.3	1.4	8.6	7.1	51.6*	-1.2	2.6
COc1ccccc1C(C)NS(=O)(=O)c1ccc(Cl)nc1 (stereo unspecified)	-1.8	-9.0	7.0	2.1	2.2	3.3	-4.2	2.5	4.0
Cc1cccc(NC(=O)C2CC(=O)N(c3ccccc3)C2)c1C (stereo unspecified)	-3.0	5.1	6.3	4.3	-1.3	-1.1	8.2	3.4	6.3
Cn1c(N)c(C(=O)COC(=O)/C=C/c2ccc(OC(F)F)cc2)c(=O)n(C)c1=O	-5.6	39.9	2.4	-2.1	1.5	7.2	-5.5	-1.1	-6.2
COCc1c(C(=O)OCC(=O)NCCN2C(=O)CSC2=O)oc2ccccc12	-3.5	4.2	-4.9	3.7	-2.1	5.2	4.9	-4.6	-1.5
Cc1ccnc(NS(=O)(=O)c2ccc(NC(=O)CSc3nc(-c4ccccc4)cc(=O)[nH]3)cc2)n1	-1.0	12.9	-1.5	0.1	9.1	4.5	6.5	1.0	0.5
COC(=O)CC1(c2cccc3ccccc23)C(=O)c2ccccc2C1=O	-3.8	22.2	0.0	-4.3	4.1	11.6	-3.2	4.1	2.4
COCCCNC(=O)c1ccccc1-c1cc(C)no1	-4.4	-7.2	-0.7	1.1	9.3	10.0	1.9	-6.1	4.9
COc1ccc(OC)c(C(=O)c2ccccn2)c1	-3.7	2.3	-1.1	-0.1	1.0	-0.2	28.2	-8.1	-4.1
COc1ccccc1N(Cc1ccccc1)S(=O)(=O)c1cccc(C(=O)NCC2CCCO2)c1 (stereo unspecified)	-11.0	4.6	-6.0	-2.3	5.4	5.3	.	1.1	-0.2
Cc1nn(CCCC(=O)NCc2ccc(Cl)cc2)c(C)c1[N+](=O)[O-]	3.2	-22.0	3.3	1.8	1.3	0.2	1.0	1.9	1.7
CC(C)Cc1n[nH]c(=O)c2c1nnn2Cc1ccccc1F	-0.7	1.5	1.7	3.4	0.0	7.1	3.4	-1.9	1.2
S=C(Nc1ccccc1)Nc1ccc(Cl)cc1Cl	-4.5	1.5	0.6	-1.4	-4.1	13.5	-8.1	-6.4	-6.5
CC(=O)OC(C(=O)Nc1ccccc1)C(C)S(=O)(=O)c1ccccc1 (stereo unspecified)	-1.9	0.4	0.3	0.3	4.8	4.5	-19.3	-0.2	3.7
NC(=O)Cn1cc(/C=N\NS(=O)(=O)c2ccc(Cl)cc2)c2ccccc21	0.6	6.4	5.2	-5.0	19.8	-4.5	5.6	7.2	2.9
CC(C)c1csc(CN2CCN(Cc3ccc(F)cc3)C(CCO)C2)n1 (stereo unspecified)	-2.6	-1.7	4.7	1.7	2.0	2.8	-10.8	2.6	8.3
Cc1cccc(N2CCN(C(=S)NCc3ccco3)CC2)c1C	1.8	-6.7	8.3	-1.4	4.0	5.5	1.6	-0.9	-9.8
CC(C)NC(=O)CN(C(=O)CCC(=O)Nc1nccs1)c1ccc(C(C)C)cc1	-2.5	-4.8	1.8	-0.1	4.4	1.8	1.5	2.9	3.7
O=S(=O)(NCc1nnc2c(C(F)(F)F)cc(Cl)cn12)c1ccccc1	1.0	10.1	1.4	2.2	2.6	2.5	0.8	2.9	4.6
CCc1ccc(NC(=S)N(Cc2ccc(Cl)cc2)Cc2ccc(C(=O)O)cc2)cc1	-0.4	10.0	0.4	-0.5	7.7	6.0	15.8	-2.9	-1.1
O=C(NCCN1CCOCC1)c1cc(-c2cccc(Cl)c2)on1	-0.9	-4.5	5.5	-6.2	4.1	1.8	2.3	1.4	-1.5
COc1ccc(C(C)C)cc1S(=O)(=O)N1CCN(c2ccccc2)CC1	0.6	-30.9	5.0	1.6	3.8	11.3	-3.6	-0.2	2.7
COc1ccc(C(C(=O)NC2CCCCC2)N(C(=O)c2sc(C)nc2C)c2ccc(OC)cc2)cc1 (stereo unspecified)	1.0	-3.1	-0.5	1.4	4.3	3.3	2.7	-5.4	3.2
CC(=O)c1sc2nc(CSc3nncn3C)[nH]c(=O)c2c1C	-0.3	-0.1	1.3	-0.8	5.3	-2.5	-5.1	-0.2	-0.6
Cn1nc(C(=O)NNC(=O)C(CCC(N)=O)NS(=O)(=O)c2ccc(Cl)cc2)c2ccccc2c1=O (stereo unspecified)	-4.3	8.0	-0.1	-0.1	-2.8	13.1	.	0.4	0.3
c1ccc(Cn2cc(CN3CCCO3)c(-c3ccc4c(c3)OCO4)n2)cc1	0.3	0.6	0.1	-1.1	2.7	4.4	-1.2	-3.7	-3.5
Clc1cccc(Cl)c1CON/C=N/c1ncnc2sccc12	-8.4	-10.7	3.9	-3.5	-1.8	1.9	-3.9	3.8	-4.8

Two entries from above, as a markdown table:
| SMILES | PAD4 inh | PREPL inh | pPAFAH FP inh | LYPLA1 inh | PAFAH1B2 inh | PAFAH1B3 FP inh | GSTO1 inh | PME-1 primary | LYPLA2 counter |
| --- | --- | --- | --- | --- | --- | --- | --- | --- | --- |
| c1ccc(Cn2cc(CN3CCCO3)c(-c3ccc4c(c3)OCO4)n2)cc1 | 0.3 | 0.6 | 0.1 | -1.1 | 2.7 | 4.4 | -1.2 | -3.7 | -3.5 |
| Clc1cccc(Cl)c1CON/C=N/c1ncnc2sccc12 | -8.4 | -10.7 | 3.9 | -3.5 | -1.8 | 1.9 | -3.9 | 3.8 | -4.8 |

Compound activity: PubChem, The Scripps Research Institute Molecular Screening Center

Not all compounds are listed (hit frequency here may not be typical).
